Fam108B inh – blocks mouse Fam108B hydrolase in RBBP9 counter-screen | recombinant Fam108B, FP-Rh probe fluorescence polarization | inhibition, % at 9.51 µM | 300,000 compounds, 0.33% hits;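 active = inhibition above the screen mean inhibition plus 3 SD, computed separately per campaign, cut at about 18% in these data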;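 also: inhibitors lower polarization as less probe binds the enzyme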
MEX-5 binding – C. elegans MEX-5 TCR-2 RNA binding activity | Q9XUB2 | MEX-5/FITC-TCR2 RNA binding, fluorescence polarization; hits give low values | activity score (negative = inhibition of binding), % at 10 µM | 300,000 compounds, 0.38% hits | AID 1832;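 active = inhibition past about -25% in most replicates, and total fluorescence under double the plate's negative control median, limit read from the data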;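 also: 0% = DMSO and -100% = 5 µM competing unlabeled TCR2 RNA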
MCL1-BIM inh – disrupts human MCL1 binding to BIM-BH3 peptide. Q07820. GST-MCL1 / FITC-Bim-BH3 fluorescence polarization. inhibition, % at 10.9 µM. 320,000 compounds, 0.68% hits. AID 2057;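 active = inhibition above the mean inhibition of all tested compounds plus 3 SD, set per campaign, cut at about 40% in these data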;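 also: 0% = DMSO wells and 100% = unlabeled Bim-BH3 peptide control; higher means more loss of mP so more displacement of Bim peptide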
Bcl-xL primary – inhibitors of human Bcl-xL | AID 2129 | 320,000 compounds, 0.7% hits | Q07817 | GST-Bcl-xL / FITC-Bim BH3 peptide fluorescence polarization | inhibition, % at 10.9 µM;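 active = inhibition above the mean of all tested compounds plus 3 SD, cutoff set per campaign, cut at about 30% in these data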;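 also: 0% = DMSO wells and 100% = unlabeled Bim-BH3 peptide competitor; inhibitors lower millipolarization by displacing the labeled peptide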
Target sequence (Q07817 whole entry, looked up): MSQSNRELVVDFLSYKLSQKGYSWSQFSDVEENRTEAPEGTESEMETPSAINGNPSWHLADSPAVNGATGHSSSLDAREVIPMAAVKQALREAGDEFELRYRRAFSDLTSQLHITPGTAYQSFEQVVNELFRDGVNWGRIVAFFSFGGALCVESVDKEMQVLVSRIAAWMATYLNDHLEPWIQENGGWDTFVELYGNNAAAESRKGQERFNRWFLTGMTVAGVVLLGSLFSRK
GRK2 aptamer HTS – blocks RNA aptamer binding to human GRK2 | bead flow cytometry, FAM-aptamer displacement from GRK2 | 330,000 compounds, 0.59% hits | AID 488847 | inhibition of aptamer binding, % at 10 µM | P25098;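 active = inhibition of aptamer binding above 40%, roughly 3 SD of noise, on plates passing a quality check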;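 also: median bead fluorescence of bound FAM aptamer so fluorescent compounds give negative values; no value below 0 was filed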
Target sequence (P25098 whole entry, looked up): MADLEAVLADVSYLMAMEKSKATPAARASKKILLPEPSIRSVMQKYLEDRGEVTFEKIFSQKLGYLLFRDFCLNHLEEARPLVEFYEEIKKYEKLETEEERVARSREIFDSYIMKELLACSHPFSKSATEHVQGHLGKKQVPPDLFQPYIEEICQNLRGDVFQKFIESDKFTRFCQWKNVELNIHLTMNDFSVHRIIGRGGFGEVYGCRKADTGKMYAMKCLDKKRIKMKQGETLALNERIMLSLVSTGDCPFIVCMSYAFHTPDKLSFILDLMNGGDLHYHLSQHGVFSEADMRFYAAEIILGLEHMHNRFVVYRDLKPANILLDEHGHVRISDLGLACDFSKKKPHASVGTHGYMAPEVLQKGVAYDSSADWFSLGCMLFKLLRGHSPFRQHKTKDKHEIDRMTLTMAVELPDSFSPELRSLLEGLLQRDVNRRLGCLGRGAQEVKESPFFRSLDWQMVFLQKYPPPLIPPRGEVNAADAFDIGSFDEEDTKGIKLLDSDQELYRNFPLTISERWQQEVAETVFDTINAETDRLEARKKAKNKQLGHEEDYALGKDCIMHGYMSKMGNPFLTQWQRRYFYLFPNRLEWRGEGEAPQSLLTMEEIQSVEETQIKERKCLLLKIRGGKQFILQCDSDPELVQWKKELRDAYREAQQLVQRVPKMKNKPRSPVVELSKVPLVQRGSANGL
VLA-4 inh – inhibition in a human VLA-4 binding assay; P13612; inhibition, % (about 7 µM as worked out from the volumes in the protocol); 330,000 compounds, 0.2% hits; VLA-4 expressing cells, ligand binding flow cytometry; in the data active = inhibition above about 50%
GLD-1 TGE inh – GLD-1-TGE RNA interaction inhibition (C. elegans) | purified GLD-1 + fluorescein TGE RNA, fluorescence polarization | Q17339 | 320,000 compounds, 0.44% hits | inhibition, % at 5.96 µM;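 active = percent inhibition above a per-plate cutoff, the plate mean of test compounds plus 3 SD, cut at about 30% in these data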;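 also: 0% = DMSO wells with GLD-1 and probe and 100% = wells lacking GLD-1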
Efflux pump inh – blocks antifungal efflux pumps in multiplex yeast assay; S. cerevisiae Candida pump triplex, Nile Red efflux; inhibition, % at 10 µM; 330,000 compounds, 0.44% hits; AID 485275;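 active = plate passing quality check with inhibition over a set limit, or well fluorescence over plate mean plus 4 SD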;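 also: Nile Red retained in pooled yeast measured as flow cytometry median fluorescence; 0% = buffer negative control and 100% = Enniatin B positive control; higher means more Nile Red kept so more efflux inhibition; some compounds called inactive have numbers as strong as hits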
PME-1 inh – blocks human protein phosphatase methylesterase 1 | 320,000 compounds, 0.53% hits | Q9Y570 | recombinant PME-1, FP-Rh probe fluorescence polarization | inhibition, % at 5.9 µM;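 active = inhibition above the campaign mean of all compounds plus 3 SD, cut at about 26% in these data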;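 also: competitive labeling of PME-1 active site by serine hydrolase directed probe; 0% = PME-1 with DMSO and 100% = wells lacking PME-1 enzyme; inhibitors block probe labeling so polarization falls and inhibition rises; many of its hits are not listed in these tables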
* = called active by the depositor; nt = not tested or not shown. An excerpt, so the mix of outcomes need not match the whole.

Screens in order – Fam108B inh	MEX-5 binding	MCL1-BIM inh	Bcl-xL primary	GRK2 aptamer HTS	VLA-4 inh	GLD-1 TGE inh	Efflux pump inh	PME-1 inh
O=S(=O)(NCCc1ccccn1)c1cccs1
    3	2.3	-1	4	0	0	9	-0.1	-2
CC(C)CNS(=O)(=O)c1cc(C(=O)OCC(=O)N2CCOCC2)c(Cl)cc1Cl
    -3	-1.0	1	-2	0	9	-2	0.0	-3
O=C(CSC1=Nc2ccccc2C2=NC(c3ccccc3)C(=O)N12)NC1CCCCC1 (stereo not drawn)
    5	-1.4	-2	-4	0	-89	0	0.3	-6
CC(NC(=O)COC(=O)c1ccc([N+](=O)[O-])s1)c1ccccc1 (stereo not drawn)
    11	-0.5	5	3	1	10	-1	0.0	8
CCCCOC(=O)C(C)Sc1n[nH]c(=O)[nH]c1=O (stereo not drawn)
    -1	-0.7	1	4	0	10	2	-0.1	1
COc1cccc(C2N(c3ccccc3)CCN2c2ccccc2)c1OC
    2	-0.7	4	5	0	-10	-4	0.0	9
CCC(OC(=O)c1cccs1)C(=O)NCc1ccc2c(c1)OCO2 (stereo not drawn)
    -1	-0.9	-3	4	3	4	-9	0.1	1
CC(C)(C)C(=O)Nc1ccc(C(=O)Nc2cccnc2)cc1
    0	0.0	5	1	4	1	-1	-0.1	4
CCc1noc(C)c1C(=O)N1CCCSC1=Nc1ccccc1OC
    1	0.2	-2	-4	2	34	6	0.1	-3
O=C(NC1CCCCC1)c1ccc2c(c1)OCCO2
    5	1.3	-1	2	0	11	-1	0.0	4
CSCCC(NC(=O)c1ccccc1)C(=O)NCCc1ccccc1 (stereo not drawn)
    3	0.3	-2	-2	0	0	3	0.0	-4
COc1ccc(Cl)cc1NC(=O)CCCNC(=O)c1ccc(Cl)cc1
    2	-0.6	-9	-3	0	-7	1	0.0	0
Cc1ncc(CO)c(CO)c1O
    -5	4.0	9	4	0	-34	3	0.1	-7
Cn1cnc(S(=O)(=O)NCc2ccccc2)c1
    -2	0.6	-1	1	0	-6	-2	0.3	-3
COc1ccccc1CCn1c(N)c(C#N)c2nc3ccccc3nc21
    3	-5.1	-4	7	2	-22	-1	-0.1	23
CC1CCN(CCCCOc2ccc(C(C)(C)C)cc2)CC1
    1	-2.6	8	2	0	0	0	0.0	-3
CC(C)[C@H](NC(=O)OC(C)(C)C)c1nnc(SCC(=O)Nc2ccc(Br)cc2)o1
    -3	0.0	-6	-1	2	9	-1	0.0	-3
COC(=O)c1sc(N2C(=O)C(=O)/C(=C(/O)c3ccc(C)cc3)C2c2ccco2)nc1C (stereo not drawn)
    1	-3.6	5	2	0	7	1	0.0	-1
NS(=O)(=O)c1ccc(NN=C2CCCCC2)c([N+](=O)[O-])c1
    2	-2.0	0	5	7	3	-1	-0.1	13
CCOc1cc(N2CCOCC2)c(OCC)cc1NC(=O)COC(=O)c1ccccc1C
    2	-0.5	9	0	0	10	-7	0.2	3
O=C(CN1CCN(S(=O)(=O)c2ccc(Cl)c(Cl)c2)CC1)N1CCCC1
    nt	nt	-1	2	1	-28	-1	0.1	5
Cc1ccc(S(=O)(=O)CCC(=O)NCCc2ccccc2)cc1
    1	-0.8	2	1	2	12	3	-0.1	6
CC(=O)c1sc(NC(=O)c2ccco2)nc1-c1ccccc1
    1	-2.2	-1	2	0	-22	7	-0.3	-2
O=C(CSc1ncnc2c1oc1ccccc12)NCc1ccc(F)cc1
    4	-2.5	2	1	0	12	-6	0.2	1
COc1ccc(C)cc1NC(=O)CN1CCN(C/C=C/c2ccccc2)CC1
    1	1.3	-1	-2	0	30	1	0.4	2
FC(F)(F)c1cnc(-n2cc[nH]c2=S)c(Cl)c1
    -1	-1.5	-3	-6	2	-3	-3	0.1	-4
CC(=O)N1c2ccccc2C(C)(C)C2CCC(C)CC21 (stereo not drawn)
    -4	-2.4	-2	1	0	-8	3	0.1	-1
Cc1ccc(C(=O)NC(=S)NNC(=O)CCN2CCOCC2)cc1
    3	0.3	2	6	6	3	7	0.1	4
Cc1cc(Cl)c(S(=O)(=O)N2CCN(c3ccc(F)cc3)CC2)cc1OCC(N)=O
    3	-3.2	-1	3	0	-2	-1	0.0	0
Cc1ccc(CNC(=O)COC(=O)c2cnccn2)cc1
    2	-3.1	4	2	0	9	-1	0.0	-1
COc1cccc(-c2nn(C)c3sc(C(=O)NCCCN(C)Cc4ccccc4)cc23)c1
    -6	0.6	-3	1	0	36	4	0.2	-8
CCC1=Nc2cc(C(=O)NCc3cccnc3)ccc2Sc2ccc(C)cc21
    -4	-2.5	2	3	0	7	0	0.2	-1
COc1ccc(Nc2nc(C)cc(C)c2C(N)=O)cc1
    2	-0.6	6	6	5	-8	6	0.0	3
CC1CCc2c(sc(NC(=O)COC(=O)c3ccc(O)cc3)c2C#N)C1 (stereo not drawn)
    7	0.8	-3	4	2	14	-9	-0.1	-2
COC(=O)COc1ccc(S(=O)(=O)NCc2ccccn2)cc1
    -6	-0.1	0	-12	2	9	-3	0.0	2
CS(=O)(=O)Nc1ccc(C(=O)NCc2ccc3c(c2)OCO3)cc1
    0	1.8	-5	-1	0	2	-1	-0.2	11
Cc1ccc(-c2csc3nc(-c4ccncc4)[nH]c(=O)c23)cc1
    -7	-4.6	10	10	11	-8	0	0.1	-2
NS(=O)(=O)c1ccc(NC(=O)Cc2cccs2)cc1
    nt	1.5	nt	nt	0	-7	nt	0.0	nt
CCn1c(CCCOc2ccc(Cl)cc2Cl)n[nH]c1=S
    5	-5.5	-11	-20	0	7	-2	0.1	0
COCCNC(=O)CNC(=S)N(CCCN1CCOCC1)Cc1cccs1
    3	-2.0	5	-1	0	3	8	-0.1	3
CCCCN(C(=O)CCC(=O)Nc1cc(C)on1)C(C(=O)NC1CCCC1)c1ccc(OC)cc1 (stereo not drawn)
    2	0.9	0	3	3	2	2	0.1	-4
COC(=O)c1ccc(COC(=O)Cc2n[nH]c(=O)c3ccccc23)cc1
    1	-3.1	-5	-7	0	4	-3	0.3	0
O=C(NCCc1ccccc1)c1cccc(N2CCCC2=O)c1
    -1	nt	3	3	3	3	-10	0.1	2
CN(CCOc1ccc(Cl)cc1)C(=O)c1cc(-c2ccco2)nc2ccccc12
    3	1.8	3	5	2	-18	-1	-0.2	-2
CCN(c1ccccc1)S(=O)(=O)c1ccc(C(=O)Nc2c(C)n(C)n(-c3ccccc3)c2=O)cc1
    nt	nt	nt	nt	0	15	1	-0.1	nt
CSc1nc(-c2ccccc2)nc(SC)c1C(C)=O
    -4	2.2	-8	-8	2	5	-11	0.0	-5
Cc1noc(C)c1C(c1ccccc1)c1ccccc1
    5	2.1	1	3	0	1	3	0.0	3
Cc1nc2ncnn2c(N2CCN(C(=O)c3cccc(F)c3)CC2)c1C
    -4	-4.1	-3	5	0	2	-3	-0.1	2
COc1ccc(N(C(=O)c2ccc(S(=O)(=O)N3CCOCC3)cc2)C2C=CS(=O)(=O)C2)cc1 (stereo not drawn)
    1	4.1	3	4	1	3	4	0.3	-10
CCC(=O)c1ccc2c(c1)OCCO2
    -1	2.4	-11	-2	nt	21	-1	-0.1	-1

Other structures:
Screens in order – Fam108B inh	MEX-5 binding	MCL1-BIM inh	Bcl-xL primary	GRK2 aptamer HTS	VLA-4 inh	GLD-1 TGE inh	Efflux pump inh	PME-1 inh
COc1cc(OC)cc(C(=O)NC(=S)N2CCN(c3ccc(C(F)(F)F)cc3[N+](=O)[O-])CC2)c1
    -8	0.3	6	3	1	-22	-1	0.1	-5
COc1cccc2c1OCC(C(=O)NCc1ccc(Cl)cc1Cl)=C2
    -2	0.1	8	2	0	28	5	0.1	3
COc1ccc(/C=N/Nc2cc(N3CCCC3)nc(N3CCCC3)n2)cc1
    5	0.9	25	9	0	-11	9	0.2	20
Cc1ccc(C)c(NC(=O)Cn2nc(-c3ccccc3)nc2-c2ccccc2)c1
    -11	0.5	7	6	2	5	0	0.1	-8
Cc1oc(-c2ccccc2F)nc1CN1CCC(C(=O)NCc2cccnc2)CC1
    0	-0.3	2	5	2	2	4	0.0	-5
Cc1cc(NS(=O)(=O)c2ccccc2)cc(Cl)c1O
    8	0.7	10	5	0	2	4	0.6	-10
CCOc1ccc(-c2nn(-c3ccccc3)cc2/C=C2\SC(=S)N(C3CCS(=O)(=O)C3)C2=O)cc1 (stereo not drawn)
    -3	-31*	3	0	15	8	0	0.7	-1
CCOC(=O)c1c(NC(=O)Cn2cnc3scc(-c4ccc(C)cc4)c3c2=O)sc(C)c1C
    -13	2.5	-15	-5	2	-4	-11	0.0	-18
COC(=O)C1=C(C(=O)OC)[C@@H]2N(C)c3ccc(OC)cc3[C@@]23C[C@@H](C(=O)OC)N(C(=O)NC2CCCCC2)C3=N1
    0	-1.9	11	9	3	-5	7	0.1	-3
Cn1c(=O)c2c(nc(NCCO)n2CCc2ccccc2)n(C)c1=O
    0	2.0	-1	2	1	2	1	0.0	-3
CCCN1CCN(CCCNC(=O)Cn2nc(-c3ccc(C)cc3)ccc2=O)CC1
    10	0.1	6	5	0	-16	-6	0.0	-3
Cc1cccc(C(=O)NNS(=O)(=O)c2ccccc2)c1O
    0	-0.1	0	3	4	-9	-3	0.1	-4
CCCN1CCN(C(=S)Nc2ccc(SC(F)F)cc2)CC1
    12	-0.2	1	2	15	-60	3	0.0	4
CCc1nnc(NC(=O)COc2ccc([N+](=O)[O-])cc2)s1
    -2	1.8	4	7	0	-2	-2	-0.1	-1
O=C(COc1ncnc2ccc(Br)cc12)NCc1ccc2c(c1)OCO2
    -7	-1.6	-2	2	3	-4	1	0.0	1
